GALR2 antag – antagonists of human galanin receptor 2 (GALR2); O43603; GALR2-expressing cells, antagonist mode; inhibition, % at 4 µM; hit rate 0.39% among 140,000; in the data active means inhibition above about 27%;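 further: cells stimulated with galanin 1-16 at roughly its EC80; 0% = agonist challenge control and 100% = basal control without agonist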
Target sequence (O43603 whole entry, looked up): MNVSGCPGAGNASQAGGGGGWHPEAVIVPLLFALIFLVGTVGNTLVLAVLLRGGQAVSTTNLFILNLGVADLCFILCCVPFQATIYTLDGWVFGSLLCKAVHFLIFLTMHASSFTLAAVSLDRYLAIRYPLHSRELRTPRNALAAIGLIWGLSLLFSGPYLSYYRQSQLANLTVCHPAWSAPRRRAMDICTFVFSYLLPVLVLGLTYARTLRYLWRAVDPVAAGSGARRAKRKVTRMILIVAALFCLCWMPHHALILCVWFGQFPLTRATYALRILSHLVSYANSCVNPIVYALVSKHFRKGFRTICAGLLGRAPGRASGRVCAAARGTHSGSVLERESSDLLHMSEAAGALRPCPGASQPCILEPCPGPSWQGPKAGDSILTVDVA
NPY-Y2 antag – antagonists of human neuropeptide Y receptor Y2; P49146; NPY-Y2 expressing cells, antagonist mode; inhibition, % at 2.7 µM; hit rate 0.99% among 140,000; in the data active means inhibition above about 17%;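 further: 0% = vehicle with agonist challenge and 100% = reference antagonist with challenge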
Target sequence (P49146 whole entry, looked up): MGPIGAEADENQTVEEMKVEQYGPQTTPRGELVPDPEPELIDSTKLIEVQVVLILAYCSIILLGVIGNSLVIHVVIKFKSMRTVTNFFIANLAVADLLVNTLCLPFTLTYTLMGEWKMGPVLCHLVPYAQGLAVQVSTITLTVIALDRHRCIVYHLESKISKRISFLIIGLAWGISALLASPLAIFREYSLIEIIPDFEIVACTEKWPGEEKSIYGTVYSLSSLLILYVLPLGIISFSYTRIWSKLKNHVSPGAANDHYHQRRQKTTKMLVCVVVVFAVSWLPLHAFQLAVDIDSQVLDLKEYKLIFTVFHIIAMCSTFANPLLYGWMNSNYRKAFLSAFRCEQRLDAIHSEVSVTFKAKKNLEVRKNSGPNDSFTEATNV
MRP1 act – activates MRP-1. H69AR cells + doxorubicin, viability rescue, CellTiter-Glo. viability increase, % at 10 µM. hit rate 0.61% among 140,000. AID 799;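 active means viability gain under doxorubicin at or above a set limit, the compound median plus 3 SD, cut at about 4.7% in these data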;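 further: MRP-1 overexpressing cells given doxorubicin 25 µM after compound pretreatment; 18-22 h compound pretreatment then 72 h with doxorubicin before readout; 0% = doxorubicin-only wells and 100% = vehicle-treated cells without doxorubicin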
Yeast life ext – extends the lifespan of yeast; S. cerevisiae growth with nicotinamide, OD615; deaD strain in restrictive glucose medium; inhibition of the nicotinamide effect, % at 10 µM; hit rate 0.68% among 130,000; AID 775;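 active means inhibition above a set limit, placed 3 SD over the median of all compounds, cut at about 26% in these data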;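 further: 0% = nicotinamide-treated wells and 100% = cells grown without nicotinamide; some compounds called inactive have numbers as strong as hits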
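assay system = DeaD-strain S. cerevisiae | measured by = absorbance at 615 nm | probe or stimulus = nicotinamide 1.5 mM | buffer or medium = CSMM-D glucose medium, restrictive | times = 48 h at 30 °C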
bCat KO growth – beta-catenin-lacking colon tumor cell growth suppression. HCT116 beta-catenin knockout viability, CellTiter-Glo, 60 h; active compounds read low. viability, % at 10 µM. hit rate 1.5% among 140,000. AID 818;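 active means viability at or under a set limit, the compound median less 4 SD, cut at about 6% in these data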;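 further: 0% = Hyamine 1622 control at 20 µM and 100% = untreated cell control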
Phagocytosis inh – blocks phagocytosis by macrophages; inhibition, % at 5 µM; J774A.1 macrophage IgG-bead phagocytosis, imaging; AID 1029; hit rate 0.07% among 110,000;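 active means inhibition above the mean of the plate negative controls plus 5 SD, cut at about 13% in these data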;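 further: phagocytic index as fraction of beads internalized from green versus red external bead signal; plate controls were DMSO negative control for no effect and cytochalasin-D positive control for full effect; some results beyond the cut were filed as inactive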
PTEN del growth – PTEN-deleted cell growth suppression; viability, % at 10 µM; HCT116 PTEN-null viability, CellTiter-Glo, 60 h; active compounds read low; hit rate 1.2% among 140,000;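 active means viability at or below a set limit, 4 SD under the median of all tested compounds, cut at about 3.7% in these data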;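 further: PTEN knockout HCT116 line with beta catenin targeted HCT116 as companion control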
Measles CPE – protection of cells from measles virus | hit rate 1.5% among 140,000 | protection (pct of control), % at 4 µM | Measles virus-infected cells, CPE protection, absorbance; in the data active means protection mostly above about 24%, no sharp cut-off; inactive means mostly below about 26%; further: some compounds called inactive have numbers as strong as hits
BB579 growth dn – chemicals that inhibit yeast BB579 growth in restrictive medium (lifespan-shortening candidates); S. cerevisiae BB579 growth, OD615, 48 h; inhibition, % at 10 µM; hit rate 0.51% among 140,000;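 active means inhibition above a set limit, 3 SD over the mean compound inhibition, cut at about 44% in these data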; further: inactives centre near -24
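Test system: Saccharomyces cerevisiae DeaD strain BB579, replicative lifespan model yeast | Buffer or medium: Restrictive CSMM-D medium | Doses: One dose, 10 µM compound with 0.25% DMSO | Incubation: 48 h exposure, 30 °C | Detection: Culture absorbance at 615 nm | Control set: Amphotericin B at 10 µg/mL as positive control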
E-sel TNF inh – TNF alpha driven E-selectin expression inhibition; HUVEC TNFa-induced E-selectin immunofluorescence, high content; AID 1246; hit rate 0.71% among 120,000; inhibition, % at 2 µM;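 active means inhibition above the batch mean plus 3 SD, and confirmed as a hit on visual image review, cut at about 43% in these data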;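 further: 0% = TNF-stimulated DMSO wells and 100% = unstimulated control wells; not every result past the cut was called active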
Active calls of the source: *; . = not tested or not shown.

[1] CC(Oc1ccccc1Cl)c1nnc(N)s1 (centres undefined)
[2] CC(C)(C)c1ccc(/C=C2\SC(=O)N(CCNC(=O)c3cccc(S(=O)(=O)N4CCOCC4)c3)C2=O)cc1
[3] Cc1ccc(S(=O)(=O)NCCN(CCNS(=O)(=O)c2ccc(C)cc2)S(C)(=O)=O)cc1
[4] CCCCCCOc1ccc(N2C(=O)CC(N3CCN(C(=O)c4ccco4)CC3)C2=O)cc1 (centres undefined)
[5] COC(=O)N/N=C(\C)c1ccc(C)c([N+](=O)[O-])c1
[6] COc1cc(/C=N\n2cnnc2)ccc1OCC(=O)Nc1ccc(C)cc1
[7] C=CCOc1cccc(/C=N/NC(=O)CN(c2cc(Cl)ccc2OC)S(=O)(=O)c2ccc(C)c([N+](=O)[O-])c2)c1
[8] COC1=C(Nc2ccc(C)cc2)C(=O)c2ccccc2C1=O
[9] COc1ccccc1NC(=O)C1=C(C)NC(SCC(=O)c2ccccc2)=C(C#N)C1c1ccco1 (centres undefined)
[10] CCOC(=O)C(C(=O)Nc1cccc(C)c1)C1CCCCC1 (centres undefined)
compound no.	1	2	3	4	5	6	7	8	9	10
GALR2 antag	-12	-4	8	3	8	7	-1	5	8	-13
bCat KO growth	94	31	91	99	93	89	70	24	70	71
BB579 growth dn	-31	-36	-36	-92	1	-34	-35	-18	-32	-32
Yeast life ext	-10	3	-10	-6	-8	-7	4	-4	-13	2
NPY-Y2 antag	0	-1	3	4	2	-1	-1	-3	1	10
PTEN del growth	98	24	108	102	93	76	72	20	65	65
Phagocytosis inh	0	-3	.	0	-7	0	-9	.	-1	0
MRP1 act	-0.3	-4.0	-1.2	-0.3	1.7	0.8	-3.3	-3.5	-1.3	-2.0
Measles CPE	17	8	8	2	9	5	37	7	1	2
E-sel TNF inh	4	.	.	-9	.	17	8	.	-15	9

Of the compounds above, 2 contain two or more sulfur atoms:
[2] CC(C)(C)c1ccc(/C=C2\SC(=O)N(CCNC(=O)c3cccc(S(=O)(=O)N4CCOCC4)c3)C2=O)cc1
[3] Cc1ccc(S(=O)(=O)NCCN(CCNS(=O)(=O)c2ccc(C)cc2)S(C)(=O)=O)cc1
compound no.	2	3
GALR2 antag	-4	8
bCat KO growth	31	91
BB579 growth dn	-36	-36
Yeast life ext	3	-10
NPY-Y2 antag	-1	3
PTEN del growth	24	108
Phagocytosis inh	-3	.
MRP1 act	-4.0	-1.2
Measles CPE	8	8
E-sel TNF inh	.	.

The results go on.
[11] Cc1cc(=O)n(C)c(=O)n1CCCNc1ccccc1
[12] Cc1ccc(Nc2nc(=O)[nH]nc2C)cc1
[13] CCN(CC)S(=O)(=O)c1ccc(N2C(=O)Nc3ccccc3N2O)cc1
[14] O=C(NCc1cccnc1)C1CC2c3ccccc3C1c1ccccc12 (centres undefined)
[15] Fc1ccc(-c2ccnc3nc(-n4cccc4)nn23)cc1
[16] c1ccc2c(c1)NC1(CCCCC1)n1c-2nc2ccccc21
[17] CC(C)(C)N(NC(=O)Nc1ccc(Cl)c(Cl)c1)C(=O)c1ccccc1
[18] CCN(CC)S(=O)(=O)c1ccc(C(=O)NCCc2cc3c(OC)ccc(OC)c3[nH]c2=O)cc1
[19] COc1ccc(S(=O)(=O)N(C)C)cc1NS(=O)(=O)c1ccc(F)c(F)c1F
[20] O=C(C[n+]1cccc(CNC(=O)c2ccc(OC(F)F)cc2)c1)Nc1cccc(C(F)(F)F)c1
compound no.	11	12	13	14	15	16	17	18	19	20
GALR2 antag	5	3	0	3	1	12	-13	17	4	1
bCat KO growth	97	101	96	97	94	93	9	87	96	92
BB579 growth dn	6	-43	-10	-9	-30	-22	-43	-26	-36	-36
Yeast life ext	-7	-4	7	0	-7	-7	-11	19	-2	3
NPY-Y2 antag	1	1	2	0	4	6	0	2	5	2
PTEN del growth	91	111	99	89	93	91	3.4*	89	96	85
Phagocytosis inh	-1	-2	-8	.	-5	-1	.	.	-2	-7
MRP1 act	-0.7	0.5	-2.3	-1.4	-2.8	1.7	-6.5	-2.7	-1.0	-2.8
Measles CPE	11	27	5	6	6	3	7	14	4	10
E-sel TNF inh	3	.	.	-9	-34	2	-9	-30	-31	.

Structural class, the entries above with a nitro group on carbon.
[5] COC(=O)N/N=C(\C)c1ccc(C)c([N+](=O)[O-])c1
[7] C=CCOc1cccc(/C=N/NC(=O)CN(c2cc(Cl)ccc2OC)S(=O)(=O)c2ccc(C)c([N+](=O)[O-])c2)c1
compound no.	5	7
GALR2 antag	8	-1
bCat KO growth	93	70
BB579 growth dn	1	-35
Yeast life ext	-8	4
NPY-Y2 antag	2	-1
PTEN del growth	93	72
Phagocytosis inh	-7	-9
MRP1 act	1.7	-3.3
Measles CPE	9	37
E-sel TNF inh	.	8

The main list resumes with the two entries that preceded the break.
[19] COc1ccc(S(=O)(=O)N(C)C)cc1NS(=O)(=O)c1ccc(F)c(F)c1F
[20] O=C(C[n+]1cccc(CNC(=O)c2ccc(OC(F)F)cc2)c1)Nc1cccc(C(F)(F)F)c1
[21] O=C(COC(=O)Cc1ccc(Cl)cc1Cl)Nc1ccccc1OC(F)F
[22] CC1CCN(S(=O)(=O)c2ccc(NC(=O)c3cccs3)cc2)CC1
[23] COC(=O)[C@H](CC(C)C)NC(=O)Nc1cccc(Br)c1
[24] COc1ccc2c(c1)N(C(=O)CN1C(=O)C3CCCCC3C1=O)C(C)(C)C=C2C (centres undefined)
[25] O=C(NCCC1=CCCCC1)C1CCCN(S(=O)(=O)c2ccccc2)C1 (centres undefined)
[26] CCCCCCCCNC(=O)CC(NS(=O)(=O)c1ccc(NC(C)=O)cc1)C(C)C (centres undefined)
[27] CC(C)C(NC(=O)CC12CC3CC(CC(C3)C1)C2)C(=O)O (centres undefined)
[28] Cc1ccc(Cn2nnc(C(=O)Nc3cccc(C)c3C)c2N)cc1
[29] N#Cc1ccccc1Cn1cc(C#N)c2ccccc21
[30] CC1CCN(C(=O)/C(=C/c2ccccc2Cl)c2ccccc2)CC1
compound no.	19	20	21	22	23	24	25	26	27	28	29	30
GALR2 antag	4	1	-14	0	1	-4	0	-8	5	5	1	-5
bCat KO growth	96	92	86	72	92	89	96	85	98	70	85	60
BB579 growth dn	-36	-36	-7	-78	3	0	-52	-44	-28	-22	-17	-18
Yeast life ext	-2	3	-2	-12	-5	.	-11	7	2	-12	.	-14
NPY-Y2 antag	5	2	4	-2	1	1	2	-1	0	3	1	11
PTEN del growth	96	85	90	81	110	92	98	83	92	67	87	55
Phagocytosis inh	-2	-7	-1	0	-10	.	.	2	1	.	.	-1
MRP1 act	-1.0	-2.8	-2.8	-1.9	-0.9	-3.7	-0.8	0.5	-1.5	-1.1	-3.6	-1.6
Measles CPE	4	10	4	14	9	18	10	13	19	23	15	8
E-sel TNF inh	-31	.	.	.	.	-25	11	-15	-4	.	1	-32

[31] Nc1nnc(CC(c2ccccc2)c2ccccc2)s1
[32] Cc1ccc(Oc2nc(-c3ccccc3)ncc2S(C)(=O)=O)cc1
[33] O=C(CSc1nnc2scc(-c3ccccc3)n12)NCc1ccco1
[34] CC(C)CC(NC(=O)OC(C)(C)C)C(=O)NCc1ccccc1 (centres undefined)
[35] Nn1c(SCC(=O)NC2CCCC2)nnc1-c1ccccc1F
[36] O=C(OCCN1CCCCC1)c1ccccc1Cl
[37] O=C(Cn1cnc2ccccc2c1=O)NCCC(=O)N1CCN(Cc2ccccc2)CC1
[38] O=C(Nc1ccc(Cn2cccn2)cc1)c1ccc(COc2ccccc2Br)cc1
[39] CCOc1ccc(Oc2cc(NC(=O)c3ccco3)cc([N+](=O)[O-])c2)cc1
[40] CCN(C(=S)Nc1ccccc1F)C1CCCCC1
compound no.	31	32	33	34	35	36	37	38	39	40
GALR2 antag	-9	7	1	4	-4	11	1	-2	-3	0
bCat KO growth	90	98	84	86	100	85	94	48	55	103
BB579 growth dn	-16	-6	-39	-45	-31	-45	-13	-27	-16	-16
Yeast life ext	-3	-7	3	-5	-2	-1	-6	-7	-14	-12
NPY-Y2 antag	4	2	0	-1	0	1	-1	9	0	-1
PTEN del growth	99	99	100	101	108	96	97	41	69	97
Phagocytosis inh	1	.	-3	0	2	4	1	-1	-3	.
MRP1 act	-2.6	-2.1	-2.2	-0.3	0.9	0.8	-2.7	0.5	0.1	0.7
Measles CPE	7	13	5	25	1	16	4	9	21	29
E-sel TNF inh	-14	.	15	.	11	-15	5	-44	-18	-45

[41] C(=N\Nc1nc2ccccc2[nH]1)/c1c[nH]c2ccccc12
[42] CCCCOC(=O)C1=C(C)Nc2nnnn2C1c1ccc(OC)c(OC)c1OC (centres undefined)
[43] COc1ccc(-c2nnc(SC(C)C(=O)NCc3ccc4c(c3)OCO4)n2Cc2ccco2)cc1 (centres undefined)
[44] COc1ccc(CCC(=O)Nc2nc3ccccc3[nH]2)cc1OC
[45] CSCCC(NC(=O)c1ccccc1)C(=O)NCc1ccco1 (centres undefined)
[46] Cn1cc(S(=O)(=O)N2CCN(c3cccc(C(F)(F)F)c3)CC2)c(=O)n(C)c1=O
compound no.	41	42	43	44	45	46
GALR2 antag	17	-10	-3	-8	-1	-5
bCat KO growth	9	101	72	103	91	91
BB579 growth dn	-6	-24	-30	-33	-34	11
Yeast life ext	3	2	0	-9	14	-10
NPY-Y2 antag	0	3	51*	-1	2	0
PTEN del growth	14	83	66	94	91	92
Phagocytosis inh	6	.	-1	-2	1	0
MRP1 act	-4.5	-3.1	-3.0	-0.8	-2.7	-0.5
Measles CPE	11	46*	7	10	35	4
E-sel TNF inh	.	19	-23	-1	3	.

Three structures already listed, arranged by length of the SMILES, falling:
[25] O=C(NCCC1=CCCCC1)C1CCCN(S(=O)(=O)c2ccccc2)C1 (centres undefined)
[8] COC1=C(Nc2ccc(C)cc2)C(=O)c2ccccc2C1=O
[35] Nn1c(SCC(=O)NC2CCCC2)nnc1-c1ccccc1F
compound no.	25	8	35
GALR2 antag	0	5	-4
bCat KO growth	96	24	100
BB579 growth dn	-52	-18	-31
Yeast life ext	-11	-4	-2
NPY-Y2 antag	2	-3	0
PTEN del growth	98	20	108
Phagocytosis inh	.	.	2
MRP1 act	-0.8	-3.5	0.9
Measles CPE	10	7	1
E-sel TNF inh	11	.	11
